# GRIN3A LBD mod: modulates the human NR3A ligand-binding domain | 2.5% of 340,000 active | AID 1259313 | Tm shift relative to glycine control, % at 25 µM | NR3A LBD differential scanning fluorimetry, Tm shift; 0% = protein alone, 100% = glycine-bound protein;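 active = melting temperature shift of at least 10% of the positive control shift, at one fixed dose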
# SENP8 block: blocks human SENP8 cleavage of Nedd8 substrate; recombinant SENP8, Nedd8 substrate fluorescence; inhibition, % at 20 µM; 0.64% of 360,000 active; AID 602440; in the data active = inhibition mostly above about 40%, no sharp cut-off; inactive = mostly below about 27%
# Target sequence (Q96LD8 whole entry, looked up): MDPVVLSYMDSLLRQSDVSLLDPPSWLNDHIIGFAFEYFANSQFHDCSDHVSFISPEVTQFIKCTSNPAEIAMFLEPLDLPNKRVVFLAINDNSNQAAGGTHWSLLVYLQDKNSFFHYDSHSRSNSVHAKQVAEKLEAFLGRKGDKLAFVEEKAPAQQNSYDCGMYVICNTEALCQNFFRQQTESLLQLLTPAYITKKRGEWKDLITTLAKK
# ATG4B inh: ATG4B (human) cysteine protease inhibition; inhibition, % at 8.33 µM; ATG4B cleavage of LC3-PLA2, NBD-HPC fluorescence, 1 h; AID 504462; 0.51% of 340,000 active; Q9Y4P1; in the data active = inhibition above about 40%
# MPTP inh: blocks calcium-induced mitochondrial swelling; 1.4% of 360,000 active; inhibition, % at 10 µM; isolated mouse mitochondria, Ca2+ swelling absorbance, 30 min;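 active = inhibition of 50% or more, scaled per plate between neutral and stimulator controls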;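 note: 0% = DMSO wells given calcium and 100% = 1 mM EGTA wells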
# SENP1 FRET inh: inhibitors of human SENP1 SUMO protease catalytic domain | inhibition, % at 10 µM | Q9P0U3 | AID 624204 | recombinant SENP1 catalytic domain, CyPet-SUMO1-YPet FRET cleavage | 0.21% of 360,000 active;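 active = inhibition at least 30% at 10 µM, raw YFP signal under a set limit, fluorescence ratio 0.5 to 1.5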;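 note: 0% = enzyme with DMSO and 100% = no enzyme wells; some results filed as inactive read as strong as hits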
# Target sequence (Q9P0U3 419-644 limits assumed): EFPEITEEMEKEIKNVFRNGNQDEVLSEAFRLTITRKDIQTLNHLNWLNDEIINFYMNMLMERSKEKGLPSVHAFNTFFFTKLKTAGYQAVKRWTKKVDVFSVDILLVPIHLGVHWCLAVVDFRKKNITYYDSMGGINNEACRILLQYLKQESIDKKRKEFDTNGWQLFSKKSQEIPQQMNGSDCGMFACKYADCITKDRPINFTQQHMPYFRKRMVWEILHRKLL
#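 material = recombinant human SENP1 catalytic domain, His6-tagged | quantity = 20 pM enzyme | reagent = 25 nM SUMO1 FRET substrate | compound dosing = 10 µM single point, 0.5% DMSO | timing = 50 min enzyme reaction, room temperature, light-protected | detection = FRET, CFP and YFP emission | control set = no-enzyme low, enzyme-DMSO high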
# SENP6 block: blocks the human protease SENP6; Q9GZR1; Recombinant SENP6 catalytic domain, aminoluciferin luminescence; inhibition, % at 10 µM; 1.8% of 330,000 active; AID 2599;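 active = inhibition above about 50% at the single tested dose, limit read from the data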;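 note: plate controls were DMSO wells with enzyme for no effect and DMSO wells lacking enzyme for full effect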
# PfGluPho inh: PfG6PD (Plasmodium falciparum) enzyme inhibition | PfGluPho enzyme, NADPH resazurin-diaphorase fluorescence | 0.78% of 350,000 active | inhibition, % at 20 µM;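 active = inhibition reaching at least a set limit at 20 µM in the primary screen, cut at about 59% in these data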;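 note: 0% = DMSO wells with substrate and 100% = DMSO wells lacking glucose-6-phosphate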
# hIAP activ: human IAP activation | 0.16% of 330,000 active | activation factor at 10 µM | purified human IAP, CDP-Star luminescence, 30 min; stronger effect = higher value; 1 = vehicle-only enzyme, 0 = enzyme-free background | AID 2524 | P09923;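 active = activation factor of the enzyme at least 2-fold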; note: the source names both 10 and 20 µM as test concentration; values of inactives mirror those of a sister screen read the other way
# Target sequence (P09923 whole entry, looked up): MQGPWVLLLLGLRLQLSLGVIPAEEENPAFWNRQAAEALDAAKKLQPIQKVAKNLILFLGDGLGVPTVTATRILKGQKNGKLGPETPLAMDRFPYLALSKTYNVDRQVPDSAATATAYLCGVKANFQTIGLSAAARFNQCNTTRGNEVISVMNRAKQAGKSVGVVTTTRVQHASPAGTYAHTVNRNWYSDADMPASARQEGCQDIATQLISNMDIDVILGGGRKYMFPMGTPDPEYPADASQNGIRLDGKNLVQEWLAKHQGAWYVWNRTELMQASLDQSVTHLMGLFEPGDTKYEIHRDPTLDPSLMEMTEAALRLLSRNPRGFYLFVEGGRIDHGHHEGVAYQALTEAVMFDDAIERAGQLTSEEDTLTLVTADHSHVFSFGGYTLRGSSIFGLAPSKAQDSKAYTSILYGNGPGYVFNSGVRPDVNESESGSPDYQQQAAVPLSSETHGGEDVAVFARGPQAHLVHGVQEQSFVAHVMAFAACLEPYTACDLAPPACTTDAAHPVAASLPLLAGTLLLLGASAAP
# Starred values were filed as active, the others as inactive; nt = no result given.
SMILES,GRIN3A LBD mod,SENP8 block,ATG4B inh,MPTP inh,SENP1 FRET inh,SENP6 block,PfGluPho inh,hIAP activ
COc1cc(OC)cc(C(=O)N[C@H](C(=O)NCc2ccccc2)C(C)C)c1,0,22,-1,-0.1,2,-23,-4,1.2
CCC(C)NC(=O)CCS(=O)(=O)c1ccc2c(c1)n(C)c(=O)c(=O)n2C (configuration not stated),-1,-35,-5,-1.0,-5,-4,20,1.1
CN(c1ccccc1)S(=O)(=O)c1ccc(NC(=S)Nc2ccccc2)cc1,-5,14,2,96*,4,-1,3,0.89
CC1(C)CC(C)(O)N(Cc2ccccc2)C(=S)N1 (configuration not stated),2,24,13,-1.3,1,-14,14,1.1
NC(=O)c1ccsc1NC(=O)CS(=O)(=O)c1ccccc1,-2,2,-16,-2.2,1,-3,7,0.99
Cc1nnc(NC(=O)c2ccc(-c3ccc([N+](=O)[O-])cc3)o2)s1,-22,-40,-3,-2.3,0,6,-1,1.2
CC1(C)C2CCC1(C)C(NC1=NCCC1)C2 (configuration not stated),2,15,7,0.0,2,-7,-3,1.1
COC(=O)[C@@]1(Cc2ccc(F)cc2)[C@H]2c3cc(C(=O)N4CCCC4)n(CCCNc4ncc(C(F)(F)F)cc4Cl)c3C[C@H]2CN1C(=O)c1ccccc1,-1,-7,-14,-0.5,-7,8,24,0.94
COc1ccc(/C(N)=N/OC(=O)C2CCCCC2)cc1OC,0,-1,2,-1.4,5,41,-9,0.92
O=C(NCc1cc([N+](=O)[O-])ccc1O)c1cccc(NS(=O)(=O)c2ccccc2)c1,3,14,-2,0.3,4,-18,-33,0.91
COc1ccc(C(=O)N/N=C/c2ccc(N3CCOCC3)o2)cc1OC,-9,-9,6,0.3,4,23,33,0.85
C/C(=N\NC(=O)C(N)=O)c1ccc(OC(F)F)cc1,-2,10,3,0.0,-1,-27,-8,1.1
O=C(NCCc1ccccc1)C(=O)NCC1OCCN1S(=O)(=O)c1ccc(Cl)cc1 (configuration not stated),-2,9,0,1.8,0,-1,-2,1
CCN(CC)c1nc2c(c(=O)[nH]c(=O)n2C)n1Cc1ccccc1Cl,0,13,-4,0.5,1,-13,2,1
Cc1ccc(/C=N/NC(=O)C[n+]2ccccc2)s1,-1,11,-4,0.0,1,-14,-5,1
O=C(NCCN1CCCCC1)c1ccco1,-3,22,-7,-0.5,1,-3,-7,0.83
Cc1cc(C)c2c(c1)/C(=N/NC(=O)c1ccc(O)cc1)CCC2,-23,9,-21,-2.3,1,1,-5,0.98
COc1ccc(CNC(=O)CSc2nc3ccc(C)cc3[nH]2)cc1,0,14,3,-0.1,-1,6,2,0.97
O=C(C1CCN(CCCc2ccccc2)CC1)N(CCc1ccccc1)Cc1ccccc1,-3,15,14,0.7,0,39,-15,1.2
CCOC(=O)/C(=C\c1ccccc1)C(=O)c1cc(C(C)=O)c(Nc2ccccc2)s1,-6,-29,16,0.9,-34,-27,-1,0.8
O=C(NNC(=O)c1ccc(Cl)cc1Cl)c1cccs1,-2,7,2,1.5,2,0,0,1.1
COC(=O)Cc1c(C)c2c(O)cc(C)cc2oc1=O,-1,-311,-10,0.3,13,-3,2,0.99
COC(=O)c1ccc(C2/C(=C(/O)c3ccc(Cl)cc3)C(=O)C(=O)N2C2CCS(=O)(=O)C2)cc1 (configuration not stated),-1,11,1,-0.4,0,1,1,1.1
CCOC(=O)N1CCN(C(=O)C(=O)N/N=C/c2ccc(OC)cc2OC)CC1,1,2,0,1.4,1,-14,-9,0.97
COc1cc(CC(=O)OCc2ccccc2F)cc(OC)c1OC,-2,1,-2,0.3,1,-4,1,0.8
SMILES,GRIN3A LBD mod,SENP8 block,ATG4B inh,MPTP inh,SENP1 FRET inh,SENP6 block,PfGluPho inh,hIAP activ
CC(C)(C)Cc1nnc(NC(=O)CSc2ccccc2)s1,0,23,-4,-2.1,3,-6,51,0.85
O=C(CCCN1CCC(O)(c2ccc(Br)cc2)CC1)c1ccc(F)cc1,0,11,-4,2.8,0,-6,-9,0.9
C=CCN(CC=C)CCOc1ccccc1[N+](=O)[O-],-2,20,4,0.2,-2,9,-7,0.96
COc1cc(OC)c(NC(=O)Nc2ccc(OC)c(OC)c2)cc1Cl,-2,29,-8,0.9,-2,-7,0,0.85
CCN=C1S/C(=C\c2ccc(-c3cccc(C(=O)O)c3)o2)C(=O)N1CC,0,-402,6,11,-27,-5,1,1
CC1CCCN(C(=O)C2CCN(C(=O)Nc3ccccc3)CC2)C1 (configuration not stated),1,21,2,-1.7,0,-4,2,1.1
CN(C)CCCN1C(=O)C(=O)/C(=C(/O)c2ccncc2)C1c1cccnc1 (configuration not stated),0,6,0,-0.3,-1,nt,5,nt
Cc1ccc(OCCSc2nc3ccccc3n2CC(=O)O)cc1C,-1,7,-1,-0.4,2,-3,-19,1.2
CCC(C)NS(=O)(=O)c1ccc(OCC(=O)NCc2ccc(OC)cc2)cc1 (configuration not stated),0,9,-1,-1.8,2,-6,2,0.98
COC(=O)c1c(NC(=O)COC(=O)Cn2cnc3ccccc32)sc2c1CCCC2,-19,-35,-18,4.7,-11,-1,13,0.94
CCN(CC)CCCNC(=O)CSc1nc(C)cc(C)n1,-4,8,-3,-1.7,1,12,2,1
O=C(NNC(=O)C12CC3CC(CC(O)(C3)C1)C2)c1csc(N2CCOCC2)n1,10,-10,-3,1.6,0,-13,6,1.6
C=C1CC2C(=O)N(Cc3cc(OC)ccc3OC)C(C(=O)OCC)(C(=O)OCC)C1N2C(=O)OC(C)(C)C (configuration not stated),0,11,-3,0.4,0,11,17,0.99
O=C(/C=C/c1ccco1)NC(=S)Nc1ccccc1,-3,16,4,0.0,-3,4,5,1
Brc1cc2c(cc1C1Nc3ccccc3C3C=CCC31)OCO2 (configuration not stated),-2,40*,11,2.8,16,-16,14,0.98
CC1(c2ccc([N+](=O)[O-])cc2)NC(=O)N(CC(=O)c2ccc3c(c2)OCO3)C1=O (configuration not stated),1,16,2,-0.5,3,-17,7,0.99
CCCC(NCC(=O)Nc1ccccc1C(=O)NC1CC1)c1ccccc1 (configuration not stated),1,2,-5,0.2,1,-6,9,0.86
Cn1ncc2c(NNC(=O)C3CCCCC3)ncnc21,1,13,-4,-1.2,3,-17,-1,1.1
COc1ccccc1CNC(=O)Cc1c[nH]c2ccccc12,-2,-3,5,0.2,-17,-20,10,0.98
Fc1ccccc1N1CCN(Cc2nc(-c3ccc(Cl)cc3Cl)no2)CC1,20*,12,6,34,4,-30,12,1.1
CC12CC3CC(C)(C1)CC(C(=O)NC(=S)N1CCCCC1)(C3)C2,3,9,-6,1.5,3,10,10,1.1
COc1ccc(-c2ccc(CN3C(C(C)C)C(=O)N(Cc4cn(CC5CCCCC5)nn4)CCS3(=O)=O)cc2)cc1OC (configuration not stated),nt,-9,nt,-1.0,1,nt,5,nt
COc1ccc(-c2nc(CS(=O)(=O)CC(=O)NCc3cccc(Br)c3)c(C)o2)cc1,-31,6,14,-0.3,-1,1,5,0.92
Cc1cnc(C)c(N(C)NC(=S)Nc2ccccc2)n1,2,11,-1,-1.1,1,-23,-4,1
C=CCn1c(CSc2nc3ccccc3s2)n[nH]c1=S,-19,20,1,-0.8,4,-10,21,0.87
SMILES,GRIN3A LBD mod,SENP8 block,ATG4B inh,MPTP inh,SENP1 FRET inh,SENP6 block,PfGluPho inh,hIAP activ
CN1CCCN(S(=O)(=O)c2cccc(Cl)c2Cl)CC1,-2,6,-4,-1.9,2,-20,-19,1.1
O=C(O)CCCCCNCc1ccncc1,0,12,-4,0.1,-1,18,3,0.91
O=C(CNc1ccc2ccccc2c1)NNC1=NCCC1,0,-214,10,0.0,2,8,-2,0.96
CC(C)(C)NC(=O)c1nc2nc(-c3ccccc3)cc(C(F)(F)F)n2n1,0,-443,-3,0.3,1,-10,9,0.99
CC(=O)c1c(C)[nH]c(C(=O)Nc2cccc(C)n2)c1C,4,-8,-2,-0.1,3,-9,12,1.1
CCN(CC(=O)NCc1cccs1)C(=O)c1cccc(S(=O)(=O)NC)c1,-2,0,3,1.0,2,-16,2,1.1
O=c1[nH]c(=O)n(-c2ccccc2)c2c1C(C(F)(F)F)(C(F)(F)F)N=C(C1CCCCC1)N2,-1,-53,2,0.0,0,-2,-21,1
Cc1cc(C)nc(NC(=O)c2ccc(Cl)cc2[N+](=O)[O-])c1,-3,10,-5,1.2,4,-9,0,0.98
Cc1cccc(C(=O)NCc2nnc(SCC(=O)NC(C)c3ccccc3)n2C)c1 (configuration not stated),-10,-4,-14,-1.5,-1,-11,-4,0.91
O=C(NCCc1c[nH]c2ccccc12)c1cc2sccc2n1Cc1ccccc1,0,1,-9,2.0,-5,8,-11,1
CN1CCN(CC(=O)Nc2cccc([N+](=O)[O-])c2)CC1,0,20,-7,-2.2,1,-7,3,1
O=C(CC12CC3CC(CC(C3)C1)C2)NCC(c1ccc(F)cc1)N1CCOCC1 (configuration not stated),-3,9,-4,-1.3,0,10,2,0.98
Cn1nc(CSc2ccccc2)c(C=O)c1Cl,0,16,-2,-0.6,1,7,3,0.96
CC12CN3CC(C)(CN(C1)C3c1ccc([N+](=O)[O-])o1)C2 (configuration not stated),-1,22,3,1.8,2,-2,-5,1.2
COc1ccc(S(=O)(=O)N2CCOCC2)cc1NC(=O)CN(C)Cc1c(F)cccc1Cl,-4,30,-1,1.7,9,-24,3,1
Cc1ccc(-c2nc(-c3ccccc3)no2)cc1,2,6,-6,-0.2,-1,63*,11,0.75
COc1cccc(CCC(=O)O)c1OC,0,18,7,1.0,0,-19,-16,0.93
COc1ccc(C(=O)N(c2ccccn2)C2CCCCC2)c(OC)c1,0,2,0,2.8,-1,-6,5,0.97
NCCSSCCN,3,-5,1,-0.5,0,-5,29,1
Cc1cc(SCC(=O)c2ccccc2)n2ncc(-c3ccccc3)c2n1,4,-44,-14,2.7,0,-3,11,0.91
CC1CCN(C(=O)CSc2nnc(-c3cccs3)o2)CC1,-1,-5,5,-0.5,0,-4,-7,0.86
O=C(COC(=O)C1=COCCO1)Nc1ccccc1OC(F)F,1,14,-5,1.0,1,10,3,0.91
Cc1cn(CC(=O)NCCc2c[nH]c3ccccc23)c(=O)[nH]c1=O,2,9,nt,-2.2,3,nt,3,nt
CCOc1ccc(NC(=O)c2ccc(NC(=O)c3ccc(NC(N)=O)cc3)cc2)cc1,27*,-3,1,-0.5,-1,-17,1,1
COC(=O)c1cc2cc(NS(=O)(=O)c3ccc(C)cc3)ccc2s1,0,-7,-33,6.8,2,-6,0,0.88
CCc1cc(C(=O)OC)c(NC(=O)C2CC(=O)NN2Cc2ccccc2)s1 (configuration not stated),0,3,-17,-1.3,0,4,11,1.1
N#Cc1ccccc1CSc1nc2ccsc2c(=O)n1Cc1ccccn1,-1,10,7,1.0,-2,-46,-1,0.99
CC(C)C1Nc2ccc(C(=O)NC3CCCCC3)cc2NC1=O (configuration not stated),-2,-39,0,0.4,0,-42,-7,0.92
COCCn1c(SCC(=O)c2ccccc2)nc2c(c1=O)SCC2,-2,12,-6,-0.5,6,-15,-9,0.92
Cc1ccc(/C=N/NC(=O)CC(=O)NCc2cccnc2)cc1,-2,16,-7,0.1,2,-9,8,0.88

# Shown with values ahead of the structure: part of the list above.
GRIN3A LBD mod | SENP8 block | ATG4B inh | MPTP inh | SENP1 FRET inh | SENP6 block | PfGluPho inh | hIAP activ | structure
27* | -3 | 1 | -0.5 | -1 | -17 | 1 | 1 | CCOc1ccc(NC(=O)c2ccc(NC(=O)c3ccc(NC(N)=O)cc3)cc2)cc1
0 | -7 | -33 | 6.8 | 2 | -6 | 0 | 0.88 | COC(=O)c1cc2cc(NS(=O)(=O)c3ccc(C)cc3)ccc2s1
0 | 3 | -17 | -1.3 | 0 | 4 | 11 | 1.1 | CCc1cc(C(=O)OC)c(NC(=O)C2CC(=O)NN2Cc2ccccc2)s1 (configuration not stated)
-1 | 10 | 7 | 1.0 | -2 | -46 | -1 | 0.99 | N#Cc1ccccc1CSc1nc2ccsc2c(=O)n1Cc1ccccn1
-2 | -39 | 0 | 0.4 | 0 | -42 | -7 | 0.92 | CC(C)C1Nc2ccc(C(=O)NC3CCCCC3)cc2NC1=O (configuration not stated)
